697 NFkB inh: lowers PMA/ionomycin-induced NF-kB signal in 697 B cells | 697 B-cell NF-kB luciferase reporter, 16 h | inhibition, % at 4 µM | 0.33% of 330,000 active | AID 435022; in the data active = inhibition above about 35%
UPR CHOP act: apoptotic UPR (CHOP) activation; CHO-CHOP luciferase reporter, luminescence; percent of tunicamycin response over DMSO baseline; activation, % at 10 µM; 0.34% of 330,000 active;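 active = at 10 µM dose, activation of 40% or more, normalized to positive control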;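 note: 100% = tunicamycin at 10 µg/mL and 0% = DMSO alone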
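Test system: CHO CHOP reporter cells. Input: 500 CHO-CHOP cells per well. Medium: F12 with 10% FBS. Technique: luciferase luminescence. Measure: percent activation relative to tunicamycin control. Dosing: 10 µM compound, 0.5% DMSO. Timing: 16-18 h cell attachment, then 6 h compound exposure, 37 °C.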
Jurkat NFkB inh: inhibitors of the PMA/ionomycin-induced NF-kB reporter in Jurkat cells; inhibition, % at 4 µM; PMA/ionomycin-induced NF-kB luciferase reporter, luminescence; 0.53% of 330,000 active; in the data active = inhibition above about 50%
XBP1 UPR activ: activators of adaptive arm of unfolded protein response (XBP1). CHO-XBP1 luciferase reporter, IRE1-XBP1 UPR activation, luminescence; percent of tunicamycin response, DMSO as zero. 0.33% of 330,000 active. activation, % at 20 µM;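 active = versus positive control, 20 µM dose yields 30% or more activation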;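 note: 100% = tunicamycin at 10 µg/mL and 0% = DMSO only wells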
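Material – CHO cell line with stable XBP1 luciferase reporter · Buffer or medium – F12 plus 10% FBS · Compound – single point, 20 µM final compound, 1% DMSO · Schedule – 16-18 h cell attachment at 37 °C, then 6 h compound exposure · Signal – Steady-Glo luminescence read · Benchmarks – high control tunicamycin 10 µg/mL final, low control DMSO vehicle only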
Gli-Sufu antag: Gli-Sufu pathway antagonism. Sufu-KO-LIGHT fibroblasts, Gli luciferase reporter luminescence. inhibition, % at 5 µM. 0.74% of 340,000 active;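 active = inhibition above about 55%, limit read from the data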;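 note: 0% = DMSO-treated cells and 100% = wells with medium but no cells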
CCR6 antagonist: blocks CCL20-driven beta-arrestin recruitment at human CCR6; P51684; CHO-K1 CCR6 PathHunter beta-arrestin, luminescence, CCL20-stimulated; inhibition, % at 20 µM; 0.49% of 340,000 active; AID 493098;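 active = compounds whose inhibition of the agonist-driven luminescence signal at 20 µM reaches about 50%, limit read from the data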;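 note: cells stimulated with CCL20 at 14 nM final; plate controls were DMSO with CCL20 for no effect and DMSO without agonist for full effect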
EBI2 antag: blocks human EBI2 receptor beta-arrestin signaling | P32249 | EBI2 beta-arrestin recruitment, luminescence, 7a,25-OHC stimulated | inhibition, % at 5 µM | 0.81% of 360,000 active; in the data active = inhibition above about 38%;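 note: enzyme fragment complementation signal reports receptor beta-arrestin coupling in cells; 0% = agonist plus DMSO wells and 100% = wells without agonist; some results beyond the cut were filed as inactive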
CXCR6 block: inhibitors of human CXCR6 receptor | O00574 | CHO-K1 PathHunter CXCR6 beta-arrestin, luminescence | inhibition, % at 20 µM | 0.36% of 360,000 active; in the data active = inhibition above about 34%, passing the limit was not always enough;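 note: antagonist mode with CXCL16 agonist at 10 nM final; 0% = 10 nM CXCL16 with DMSO and 100% = unstimulated wells without agonist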
Mdm2 MdmX PPI: disrupts the human Mdm2-MdmX interaction; 3% of 330,000 active; O15151+Q00987; SaOS-2 split-luciferase Mdm2/MdmX complementation, luminescence; inhibition, % at 8 µM;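 active = inhibition of at least 50% at 8 µM in the primary screen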
Target sequence (O15151 whole entry, looked up): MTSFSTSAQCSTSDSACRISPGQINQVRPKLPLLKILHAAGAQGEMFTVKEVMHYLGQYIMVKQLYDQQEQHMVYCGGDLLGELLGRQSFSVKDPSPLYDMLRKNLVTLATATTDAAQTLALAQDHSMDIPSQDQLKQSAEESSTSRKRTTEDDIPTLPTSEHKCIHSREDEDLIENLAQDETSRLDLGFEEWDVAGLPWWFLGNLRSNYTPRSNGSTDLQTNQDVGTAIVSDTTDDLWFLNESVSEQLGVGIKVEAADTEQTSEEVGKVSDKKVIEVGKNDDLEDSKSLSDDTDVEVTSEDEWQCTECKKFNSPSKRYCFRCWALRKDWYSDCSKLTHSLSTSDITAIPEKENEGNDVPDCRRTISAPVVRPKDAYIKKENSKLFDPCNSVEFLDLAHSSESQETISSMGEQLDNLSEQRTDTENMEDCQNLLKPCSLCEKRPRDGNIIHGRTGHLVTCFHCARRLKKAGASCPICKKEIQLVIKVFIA
Target sequence (Q00987 whole entry, looked up): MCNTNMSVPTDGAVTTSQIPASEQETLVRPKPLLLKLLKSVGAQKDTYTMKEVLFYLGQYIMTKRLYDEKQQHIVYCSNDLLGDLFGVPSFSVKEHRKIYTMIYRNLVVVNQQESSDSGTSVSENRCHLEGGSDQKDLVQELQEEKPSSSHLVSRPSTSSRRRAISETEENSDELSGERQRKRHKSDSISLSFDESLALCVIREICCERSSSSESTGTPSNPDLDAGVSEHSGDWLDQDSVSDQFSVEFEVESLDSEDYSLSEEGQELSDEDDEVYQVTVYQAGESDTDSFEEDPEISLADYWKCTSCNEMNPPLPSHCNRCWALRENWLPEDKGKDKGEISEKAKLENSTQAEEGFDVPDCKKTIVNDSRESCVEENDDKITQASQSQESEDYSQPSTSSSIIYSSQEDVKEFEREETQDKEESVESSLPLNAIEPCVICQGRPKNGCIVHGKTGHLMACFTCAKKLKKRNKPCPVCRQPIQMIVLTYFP
The depositor's hits bear a star. Outcome played no part in choosing rows; about 5% have a hit in one of these screens.

SMILES	697 NFkB inh	UPR CHOP act	Jurkat NFkB inh	XBP1 UPR activ	Gli-Sufu antag	CCR6 antagonist	EBI2 antag	CXCR6 block	Mdm2 MdmX PPI
COc1ccc(C2Nc3ccccc3C(=O)N2c2ccccc2)cc1CSc1ccccn1 (configuration not stated)	-21	1.0	-5	0	-22	21	8	8	-4
CCOC1OC(=O)C(Cl)=C1Nc1cc(C)ccc1C (configuration not stated)	-8	-0.9	-11	0	7	5	-4	-6	10
COc1cccc(NC(=S)N2CCn3cccc3C2c2cccnc2)c1 (configuration not stated)	9	0.3	3	0	4	5	-7	-13	11
COC(=O)c1ccccc1NC(=S)NC(=O)c1ccc2ccccc2c1	-23	1.0	34	-1	-1	17	5	0	24
N#CCCN(C(=O)COC(=O)CCc1ccccc1)c1ccccc1	14	1.8	-10	6	10	6	2	4	24
COc1nc(Oc2ccc(C(=O)O)cc2)nc(Oc2ccc(C(=O)O)cc2)n1	9	5.3	0	2	3	-3	0	12	-48
COCCN1C=C2C(=O)C(C)(OC(=O)CCC(=O)OC)C(=O)C(Br)=C2C=C1c1ccc(OC)cc1 (configuration not stated)	1	2.0	19	1	-8	-2	-41	-23	-33
O=C(Cc1c[nH]c2ccccc12)N/N=C/c1cccc(F)c1	5	3.9	18	4	-1	3	-3	-2	-17
Cc1ccc(CNS(=O)(=O)c2ccc(CN3C(=O)c4cccnc4C3=O)s2)o1	7	1.1	5	-3	-10	10	-8	0	31
O=C(Nc1ccc(Br)cc1F)c1ccncc1	3	1.3	-11	10	-81	5	-10	-1	17
O=C(NCc1ccc(C(F)(F)F)cc1)C1CC(c2cccc(F)c2)=NO1 (configuration not stated)	-4	-0.8	-11	1	-7	-1	-2	-7	-9
COc1cccc(NC(=O)CN(C)C(=O)CSc2ccc3c(c2)OCCO3)c1	14	0.8	9	-1	-10	14	-5	8	21
CCOC(=O)Cc1csc(NC(NC(=O)OCC)(C(F)(F)F)C(F)(F)F)n1	-8	1.1	-4	-1	-7	-9	2	-6	17
O=[N+]([O-])c1ccc2[nH]c3c(c2c1)CCCC3O (configuration not stated)	9	-1.5	2	-4	0	2	9	4	17
O=c1[nH]nc(-c2ccccc2)c2ccccc12	16	-0.8	10	-2	-2	6	1	-7	-24
OCCCn1c(CCCNc2nc(-c3cccc(Br)c3)cs2)nc2cc(Cl)c(N3CCCCC3)cc21	-4	1.3	23	-1	21	13	21	0	43
Cc1ccc(CNC(=O)[C@H](C)NC(=O)C2CCN(C(=O)[C@@H](N)CC(C)C)CC2)cc1	14	0.4	14	-4	-10	4	-4	2	-6
CCOc1c(CNCCN2CCOCC2)cccc1OC	14	-1.5	7	-2	52	13	-11	3	12
Cc1ccc(S(=O)(=O)NCc2ccc(C(=O)N3CCc4ccccc4C3)cc2)cc1	-29	-1.9	3	-3	5	6	-1	-6	2
CCCCCN(C(=O)CCC(=O)OCC(=O)NCc1ccc(OC)cc1)c1c(N)n(CCCC)c(=O)[nH]c1=O	0	2.3	23	-3	3	3	-1	-4	7
COc1ccc(S(=O)(=O)N2CCOCC2)cc1NC(=O)CN1C(=O)NC2(CCCCC2C)C1=O (configuration not stated)	-3	-0.4	5	-1	-9	-2	0	6	-40
N#Cc1c(-c2ccccc2)nc(SCc2ccc([N+](=O)[O-])cc2)[nH]c1=O	-38	1.6	-6	-6	-13	8	9	-2	-25
N#Cc1cnn2ccc(-c3cc(N4CCOCC4)ccc3[N+](=O)[O-])nc12	3	0.5	20	3	-4	4	7	7	-14
Cc1ccc(C(=O)Nc2ccccc2C(=O)O)cc1NC(=O)COc1c(C)cccc1C	-1	-0.8	-3	3	-1	10	3	-2	23
O=C(NC1CCN(Cc2ccccc2)CC1)C1CCN(S(=O)(=O)c2cccc([N+](=O)[O-])c2)CC1	-7	-1.2	12	2	-4	-7	4	-11	10
SMILES	697 NFkB inh	UPR CHOP act	Jurkat NFkB inh	XBP1 UPR activ	Gli-Sufu antag	CCR6 antagonist	EBI2 antag	CXCR6 block	Mdm2 MdmX PPI
Cc1ccccc1CC(=O)N1CCOCC1	1	-2.0	5	-6	2	9	-1	-4	12
CCOC(=O)C1=C(C)OC(N)=C(C#N)C1c1ccoc1 (configuration not stated)	21	-2.3	-9	-2	-2	7	-10	0	-4
O=C(Nc1cccnc1)c1cc(-c2cccc(Cl)c2)on1	2	-0.5	6	4	0	-12	9	-4	10
CCn1cc(C(=O)O)c(=O)c2cc(F)c(N3CCN(C(=S)NC(=O)c4ccc(OC)cc4)CC3)cc21	13	2.4	7	-3	2	7	-8	-4	28
CC(c1ccccc1)n1cc(C(=O)NCCCn2ccnc2)nn1 (configuration not stated)	-38	-0.7	-12	1	-1	-19	-6	0	15
C=CCN(c1ccccc1)S(=O)(=O)c1ccc(Cl)c(C(=O)OCC(=O)c2[nH]c(C)c(C(C)=O)c2C)c1	-4	1.0	2	8	1	4	6	-5	13
O=C(O)c1cccc(CSc2nc(-c3ccccc3)cc(C(F)(F)F)n2)c1	21	-0.8	8	-3	-7	1	-10	-7	-18
Cc1cc(C)n2nc(C(=O)OCC(=O)Nc3ccc4c(c3)OC(F)(F)O4)nc2n1	10	-2.6	23	0	-3	0	-5	7	-15
Cc1cc(C)n(-c2nc3ccccc3c(=O)n2OCc2ccc(F)cc2)n1	-5	0.8	-13	-5	15	-2	0	2	12
O=C(O)c1cccc(S(=O)(=O)Nc2ccc3c(c2)OCO3)c1	11	0.2	-7	2	0	-7	2	-1	4
O=C(/C=C/c1ccco1)N(Cc1cccc(F)c1)C1CCS(=O)(=O)C1 (configuration not stated)	-6	-1.4	0	-5	-4	6	-3	-4	14
CC(C(=O)N1CCN(c2ccc([N+](=O)[O-])cc2)CC1)N1C(=O)C2CC=CCC2C1=O (configuration not stated)	1	-0.4	2	4	11	18	-15	0	3
O=C(CSc1ccccc1)N1CCN(S(=O)(=O)c2ccccc2F)CC1	4	1.0	17	4	1	15	24	-4	6
Cc1cc(C(=O)Nc2ccccc2C(=O)O)oc1C	-11	0.7	-11	-2	-5	5	7	4	3
O=C(CS(=O)(=O)c1ccc(Cl)cc1)Nc1nnc(-c2cccs2)o1	11	-1.1	-1	-3	-2	-2	2	1	4
O=C(Nc1ccc(Nc2ccccc2)cc1)c1ccc(Cl)cc1Cl	2	4.7	-35	-5	2	7	12	-5	14
COc1ccc(OC)c(NC(=S)NCc2ccco2)c1	-11	-2.1	-10	0	1	-3	-7	-4	3
NC(=O)[C@H]1CC2(CC(c3cccc(NC(=O)COc4ccc(Cl)cc4)c3)=NO2)CN1C(=O)Cc1ccc([N+](=O)[O-])cc1 (some centres not stated)	-46	-0.5	3	-1	40	21	25	-8	42
Cc1nc(NCc2ccco2)c2oc3ccccc3c2n1	-43	1.9	2	-3	-3	11	5	-15	8
O=C(O)c1ccc(/C=N/Nc2ncc(Cl)cc2Cl)cc1	-30	1.2	-21	3	-2	-2	4	-5	5
CCN1CCN(c2nc3ccccc3nc2C(C#N)C(=O)OCc2ccccc2)CC1 (configuration not stated)	-1	2.8	-8	0	3	41	-2	3	18
CCC(=O)Nc1nnc(SCC(=O)Nc2cccc(Cl)c2)s1	8	-0.7	4	-4	-7	8	6	3	9
Cc1ccc(S(=O)(=O)NCc2ccc(C(=O)NCCCN3CCN(C)CC3)cc2)cc1	-2	-1.9	-11	2	0	0	-7	2	-9
COc1ccc(C(=O)NC2CCCCC2)cc1S(=O)(=O)N1CCOCC1	-13	1.3	-5	-1	-14	-8	-8	0	2
CCn1cnc2c1c(=O)n(CC(=O)OC(C)C(N)=O)c(=O)n2Cc1ccccc1 (configuration not stated)	3	-1.2	7	-1	-6	26	-2	-26	17
COc1ccc(Cl)cc1NC(=O)CN(C)CC(=O)Nc1ccccc1-c1ccccc1	-5	-0.9	4	-1	5	9	2	6	18
Cc1cc(NS(=O)(=O)Cc2ccccc2)cc(C)c1OCC(=O)N1CCOCC1	5	-0.1	5	0	14	-2	6	-1	12

A draw from above in order of SMILES length, high to low:
SMILES	697 NFkB inh	UPR CHOP act	Jurkat NFkB inh	XBP1 UPR activ	Gli-Sufu antag	CCR6 antagonist	EBI2 antag	CXCR6 block	Mdm2 MdmX PPI
NC(=O)[C@H]1CC2(CC(c3cccc(NC(=O)COc4ccc(Cl)cc4)c3)=NO2)CN1C(=O)Cc1ccc([N+](=O)[O-])cc1 (some centres not stated)	-46	-0.5	3	-1	40	21	25	-8	42
C=CCN(c1ccccc1)S(=O)(=O)c1ccc(Cl)c(C(=O)OCC(=O)c2[nH]c(C)c(C(C)=O)c2C)c1	-4	1.0	2	8	1	4	6	-5	13
CC(C(=O)N1CCN(c2ccc([N+](=O)[O-])cc2)CC1)N1C(=O)C2CC=CCC2C1=O (configuration not stated)	1	-0.4	2	4	11	18	-15	0	3
Cc1cc(C)n2nc(C(=O)OCC(=O)Nc3ccc4c(c3)OC(F)(F)O4)nc2n1	10	-2.6	23	0	-3	0	-5	7	-15
Cc1ccc(S(=O)(=O)NCc2ccc(C(=O)NCCCN3CCN(C)CC3)cc2)cc1	-2	-1.9	-11	2	0	0	-7	2	-9
COc1ccc(Cl)cc1NC(=O)CN(C)CC(=O)Nc1ccccc1-c1ccccc1	-5	-0.9	4	-1	5	9	2	6	18
Cc1cc(NS(=O)(=O)Cc2ccccc2)cc(C)c1OCC(=O)N1CCOCC1	5	-0.1	5	0	14	-2	6	-1	12
O=C(/C=C/c1ccco1)N(Cc1cccc(F)c1)C1CCS(=O)(=O)C1 (configuration not stated)	-6	-1.4	0	-5	-4	6	-3	-4	14
O=C(CS(=O)(=O)c1ccc(Cl)cc1)Nc1nnc(-c2cccs2)o1	11	-1.1	-1	-3	-2	-2	2	1	4
O=C(CSc1ccccc1)N1CCN(S(=O)(=O)c2ccccc2F)CC1	4	1.0	17	4	1	15	24	-4	6
O=C(O)c1cccc(S(=O)(=O)Nc2ccc3c(c2)OCO3)c1	11	0.2	-7	2	0	-7	2	-1	4
O=C(Nc1ccc(Nc2ccccc2)cc1)c1ccc(Cl)cc1Cl	2	4.7	-35	-5	2	7	12	-5	14
CC(c1ccccc1)n1cc(C(=O)NCCCn2ccnc2)nn1 (configuration not stated)	-38	-0.7	-12	1	-1	-19	-6	0	15
O=C(O)c1ccc(/C=N/Nc2ncc(Cl)cc2Cl)cc1	-30	1.2	-21	3	-2	-2	4	-5	5
Cc1nc(NCc2ccco2)c2oc3ccccc3c2n1	-43	1.9	2	-3	-3	11	5	-15	8
Cc1ccccc1CC(=O)N1CCOCC1	1	-2.0	5	-6	2	9	-1	-4	12
